PglD DTNB: inhibitors of Campylobacter jejuni PglD acetyltransferase | purified PglD enzyme, DTNB colorimetric CoA detection | inhibition, % at 12.5 µM | 0.098% of 360,000 active; in the data active = inhibition above about 16%, passing the limit was not always enough; inconclusive = no clear call, values can overlap the other calls; note: strong numbers were not always called active
ARNT-TACC3 inh: disrupts binding between human ARNT and TACC3; inhibition, % at 9.99 µM; Q9Y6A5; AlphaScreen His-ARNT PAS-B/GST-TACC3 binding, luminescence; TACC3 fragment carries E629A point mutation; 0.66% of 390,000 active; AID 623870;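 active = mean inhibition of replicates at least 50% and at least half of replicates each reaching 50%; inconclusive = half or more replicates reach 50% but mean below 50%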;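 note: 0% = complete ARNT plus TACC3 wells and 100% = ARNT alone without TACC3; many hits fall short of the cut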
E-selectin induc: E-selectin induction on HUVECs; HUVEC E-selectin immunofluorescence imaging; normalized: neutral wells 0, TNF-alpha wells 100; P16581; activation, % at 7.58 µM; AID 686992; 0.37% of 260,000 active;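 active = mean E-selectin-positive cell signal at least 10% of the positive control, reached in at least 60% of replicates, without over 20% cell loss; inconclusive = no rule given, readout overlaps actives, possibly toxicity-flagged; inactive = the rest, including those meeting only one limit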;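 note: in these data hits start at about 27%; measured in HUVEC primary endothelial cells; signal is the percent of cells scored E-selectin positive by PE staining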
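Test system: HUVEC | Signal: Immunofluorescence imaging | Read-out: Percent E-selectin-positive cells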
esBAF inh: blocks esBAF chromatin remodeling in mouse ES cells. 2% of 350,000 active. Bmi1-luciferase knock-in reporter, 24 h; 100% = twice the neutral-well signal. AID 602393. reporter increase, % at 12.5 µM; in the data active = activation above about 40%; inconclusive = no clear call, values can overlap the other calls;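 note: 0% = median of the plate's neutral control wells and 100% = double that signal; a rise in the Bmi1 reporter signal indicates esBAF inhibition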
RAD54 branch: inhibitors of human RAD54 branch migration | Q92698 | RAD54 Holliday junction branch migration, FAM/BHQ fluorescence | inhibition, % at 10.4 µM | 0.14% of 360,000 active;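 active = mean normalized replicate activity at least 40 and at least half of replicates scoring 40 or more; inconclusive = only one of the two criteria met; inactive = mean below 40 and under half of replicates reaching 40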;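 note: 0% = median of neutral control wells and 100% = median of positive control wells; inhibitors cause a drop in the FAM fluorescence signal; in these data hits start at about 50%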
ERp5 block: blocks human ERp5 reductase activity on insulin | Q15084 | ERp5 insulin aggregation, absorbance 650 nm, 90 min | inhibition, % at 9.99 µM | 0.05% of 350,000 active | AID 651711;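 active = mean replicate inhibition above about 25%, with every replicate also reaching it, limit read from the data, passing the limit was not always enough; inconclusive = only one of those two criteria met; inactive = neither criterion met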
Target sequence (Q15084 whole entry, looked up): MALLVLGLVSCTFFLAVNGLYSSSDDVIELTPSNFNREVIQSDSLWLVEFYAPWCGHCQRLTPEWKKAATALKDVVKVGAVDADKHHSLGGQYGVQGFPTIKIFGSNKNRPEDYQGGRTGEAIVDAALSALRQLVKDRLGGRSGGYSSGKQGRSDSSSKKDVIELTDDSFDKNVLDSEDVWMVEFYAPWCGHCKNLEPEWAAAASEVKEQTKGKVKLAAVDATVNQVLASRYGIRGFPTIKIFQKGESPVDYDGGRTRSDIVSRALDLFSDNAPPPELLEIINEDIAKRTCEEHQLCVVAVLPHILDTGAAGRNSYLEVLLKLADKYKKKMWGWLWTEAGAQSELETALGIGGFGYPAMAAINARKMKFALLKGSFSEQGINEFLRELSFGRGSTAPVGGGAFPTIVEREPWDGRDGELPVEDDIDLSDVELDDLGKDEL
RAD52 anneal inh: blocks human RAD52 DNA annealing; inhibition, % at 18.7 µM; P43351; recombinant RAD52 DNA annealing, FRET fluorescence; AID 651710; 0.46% of 360,000 active;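 active = every replicate showing at least 50% inhibition; inconclusive = mean inhibition at least 50% but not in every replicate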
Target sequence (P43351 whole entry, looked up): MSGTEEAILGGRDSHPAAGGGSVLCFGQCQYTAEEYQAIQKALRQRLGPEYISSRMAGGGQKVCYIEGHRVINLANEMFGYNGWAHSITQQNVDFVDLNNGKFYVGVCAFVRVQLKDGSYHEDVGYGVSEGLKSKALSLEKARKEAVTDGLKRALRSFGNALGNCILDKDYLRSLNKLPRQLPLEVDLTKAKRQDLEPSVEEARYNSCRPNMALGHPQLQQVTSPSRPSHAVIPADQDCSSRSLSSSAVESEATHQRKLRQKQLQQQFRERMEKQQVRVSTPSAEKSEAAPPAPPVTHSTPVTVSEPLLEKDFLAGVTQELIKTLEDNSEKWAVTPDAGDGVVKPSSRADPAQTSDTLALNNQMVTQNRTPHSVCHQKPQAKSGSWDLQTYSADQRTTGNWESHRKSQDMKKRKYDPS
CASP6 VEID inh: inhibitors of human caspase-6 | P55212 | purified caspase-6, Z-VEID-R110 cleavage fluorescence | inhibition, % at 12.5 µM | 0.53% of 350,000 active | AID 686996;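 active = mean inhibition across replicates at least about 35%, with every replicate also reaching that limit, limit read from the data; inconclusive = only one of the two criteria met; inactive = neither criterion met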;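 note: 0% = median of neutral control wells and 100% = no fluorescence left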
* marks the source's active call; other numbers are inactive results; ? = inconclusive; . = not tested or not shown.

The line under a structure holds: CASP6 VEID inh, E-selectin induc, ERp5 block, esBAF inh, ARNT-TACC3 inh, PglD DTNB, RAD54 branch, RAD52 anneal inh
COC(=O)c1cn(CC(=O)N2CCN(c3ccccc3)CC2)nn1
    -1, ., 3, ., -1, -1, -9, 5
O=C(O)c1cn(-c2ccccc2)nc1-c1cccnc1
    ., ., ., -10, 3, 1, 2, .
O=C1c2ccccc2C(=O)N1CCCN1C(=O)c2ccccc2C1=O
    -3, -0.7, 6, 3, -32, 4, 3, -6
Cc1ccc(Oc2cc(C)nc(-c3ccccc3O)n2)cc1
    ., ., ., 19, -1, -1, -1, .
CCN(CC)S(=O)(=O)c1cccc(C(=O)NC(C)C(c2cccs2)N2CCCC2)c1 (centres undefined)
    -4, -2.0, -6, ., 1, ., ., -140
Cc1ccc(S(=O)(=O)N(C)C[C@@H]2Oc3ccc(NC(=O)Nc4c(C)noc4C)cc3C(=O)N([C@@H](C)CO)C[C@@H]2C)cc1
    -3, 0.9, 2, -10, ., 2, 5, 19
Cn1cnc2cc(NCc3ccccc3O)ccc21
    2, 0.6, 0, 25, 6, 3, 7, 9
COc1ccccc1-c1oc2ccccc2c1-c1ccc2c(c1)OCO2
    -1, 0.5, 4, -8, 0, 5, 1, 0
CSc1ccc(CN2CCC2(C)C(=O)Nc2cccc(Oc3ccccc3)c2)cc1 (centres undefined)
    -4, -0.3, -6, -13, ., 1, 8, -1
O=C(c1ccc2c3c(cccc13)CC2)C1CCCN(Cc2ccncc2)C1 (centres undefined)
    -1, -0.5, 6, 2, 6, -1, 5, -55
COc1cccc(/C=C/C(=O)OCC(=O)NCc2ccco2)c1OC
    4, ., -7, ., -8, ., ., -25
CO[C@@H]1CN(C)C(=O)c2cc(NC(=O)NC3CCCC3)ccc2OC[C@H](C)NC[C@H]1C
    3, -0.2, -6, ., ., ., ., 0
CC(C)C[C@@H](CN1CCCC1CN1C(=S)NC[C@@H]1Cc1ccc(O)cc1)N1C[C@H](Cc2ccc(O)cc2)N(CC2CCCCC2)C1=S (some centres undefined)
    1, -0.3, 6, 4, 7, -1, -7, -25
O=C(CN1CCCCC1)Nc1scc2c1c(=O)oc1ccccc12
    -4, 0.0, 4, ?, -3, -1, 3, -14
CCC(CC)C(=O)N1CC(=O)Nc2ccc(F)cc2C1c1ccccc1 (centres undefined)
    -3, ., -3, 0, -4, 2, 2, -6
O=C(C[C@@H]1C=C[C@@H](NC(=O)c2cnccn2)[C@H](CO)O1)NCc1ccccc1F
    1, 0.0, 0, 1, 1, 1, 4, -12
O=C(CCn1nc(-c2ccc(Cl)cc2)ccc1=O)N1CCN(c2ccccn2)CC1
    ., ., ., -3, 21, 2, -5, .
Cc1sc2nc(-c3cccnc3)[nH]c(=O)c2c1-c1ccccc1
    13, 0.0, 5, 7, -4, -1, -2, -4
C[C@H]1CN([C@@H](C)CO)C(=O)c2cc(C#CC3CCCCC3)cnc2O[C@H]1CN(C)C(=O)Cc1ccccn1
    -1, -4.4, 1, 2, 1, -3, 14, -10
O=C(Cc1ccc(Br)cc1)NC1CCCCC1
    ., ., ., 29, -3, -3, 0, .
O=C(Cn1c2ccccc2c(=O)c2ccccc21)N/N=C/c1cc([N+](=O)[O-])ccc1N1CCCCC1
    ., -3.1, ., ., -6, 2, -10, .
O=C(c1ccccc1-c1nc(-c2ccccc2Cl)no1)N1CCOCC1
    -4, ., -7, 4, -3, -2, 0, -10
O=C(O)c1cnn(-c2nc(-c3ccc(Br)cc3)cs2)c1C(F)(F)F
    1, -0.4, -1, ?, 1, 6, -4, -19
CCCCCCn1c(=O)n2n(c1=O)[C@@H]1CN(S(=O)(=O)c3ccc(C)cc3)C[C@]1(O)[C@@H](OC(=O)NCc1ccccc1F)C2
    2, -0.1, 5, 11, ., -4, -7, -9
O=C1CCCC1C(=O)Nc1ccc2ccccc2c1 (centres undefined)
    1, -0.1, 3, 6, -6, -2, 1, -12
Cc1ccc(Oc2ncccc2/C=N/OCc2ccc(Cl)c(Cl)c2)cc1
    ., ., ., 6, -1, -1, -2, .
CCCN1CCN(CCCNC(=S)Nc2ccc3nc(N4CCN(CC)CC4)cc(C)c3c2)CC1
    -35, 4.3, -1, 0, 13, -3, 110*, 99*
NS(=O)(=O)c1ccc(NC(=O)c2cc(-c3ccccc3O)n[nH]2)cc1
    0, -0.3, -1, 2, 25, -3, 0, -17
COc1ccc(N(Cc2cc3ccccc3[nH]c2=O)S(=O)(=O)c2ccc(C)cc2)cc1
    -2, 0.3, 7, -9, 4, 4, 3, -7
CC1(C)C(=O)C=C(N2CCCCC2)c2ccccc21
    -1, -0.2, -4, -3, ., -2, -5, -12

Continued.
The line under a structure holds: CASP6 VEID inh, E-selectin induc, ERp5 block, esBAF inh, ARNT-TACC3 inh, PglD DTNB, RAD54 branch, RAD52 anneal inh
Cc1cnc(-c2nc3ccccc3n2C(C(=O)Nc2c(C)cccc2C)C2CC2)cn1 (centres undefined)
    1, 0.0, -1, ., ., ., ., -4
Cn1c(=O)c2c(ncn2CC(=O)N2CCN(c3ccccc3F)CC2)n(C)c1=O
    1, ., 1, -6, 1, 0, 1, -9
CCOC(=O)N1C2C=CC(C2)N1C(=O)OCC
    -1, ., 3, 0, -9, -5, 4, -3
COc1ccc(C(=O)c2c(C(F)(F)F)oc3c2C(=O)c2ccccc2C3=O)cc1OC
    ., ., ., -14, 14, 3, 0, .
Cc1ccc2nc3c(c(Nc4ccccc4)c2c1)CCC3
    -1, ., -3, ., -1, ., ., -8
COc1ccc(COCC(O)CN2CCCCC2)cc1OC (centres undefined)
    -4, ., -2, -2, -2, 3, -2, -8
CC(=O)N(C)C[C@@H]1Oc2cc(C#Cc3ccncc3)ccc2S(=O)(=O)N([C@@H](C)CO)C[C@@H]1C
    -3, -0.1, 2, 3, 1, 1, 4, 2
CN1C(=O)C(C)(C)c2cc(S(=O)(=O)N3CCCC3C(=O)NCc3ccc(F)cc3)ccc21 (centres undefined)
    -3, -0.1, 3, -8, -8, 0, -8, -17
Cc1cccc(NC(=O)CSc2cn[nH]n2)c1
    6, -0.2, 0, 4, -5, 0, 1, -4
CCOC(=O)c1ccc(N/C(=N/S(=O)(=O)c2ccccc2)c2ccccc2)cc1
    -2, ., -4, ., 5, 9, 9, -4
CCOc1ccc2nc(SCC(=O)Nc3cc4c(cc3C(C)=O)OCO4)[nH]c2c1
    ., ., ., 10, 0, -2, 2, .
C[C@H]1CN([C@@H](C)CO)C(=O)Cc2cc(NC(=O)Nc3ccc4c(c3)OCO4)ccc2O[C@H]1CN(C)Cc1ccc2c(c1)OCO2
    1, 0.5, 5, 0, 5, 1, 19, 1
O=C(CCC1CCCC1)NCc1ccccn1
    ., ., ., 3, 1, -3, -4, .
O=C(OCC(=O)N1CCCc2ccccc21)c1ccc(C(F)(F)F)cc1
    12, 0.9, -3, -5, 30, 2, -2, -5
COC(=O)c1cc(C(=O)N2CCN(c3cccc(C)c3C)CC2)cc([N+](=O)[O-])c1
    0, ., 3, ., 30, ., ., -15
CN(C)CCCN(C(=O)CCOc1ccccc1)c1nc2ccc(F)cc2s1
    -26, ., 0, ., 9, -1, 65*, 89*
O=C(CCC(=O)N1CCCc2ccccc21)N1CCN(S(=O)(=O)c2ccccc2)CC1
    ., ., ., 2, -12, 0, 1, .
Cc1ccc(CN2CC(C(=O)N3CC=C(c4ccccc4)CC3)CC2=O)cc1 (centres undefined)
    -67, -1.5, -2, ., -7, -1, 0, 3
N/C(=N\OC(=O)Cc1ccccc1[N+](=O)[O-])c1ccc(Br)cc1
    0, 8.7, -2, ., -11, ., ., -10
C=CCN(C(=O)c1csnn1)C(C(=O)NC1CCCC1)c1ccc(Cl)cc1 (centres undefined)
    -4, ., 2, 1, -4, -2, -13, -16
O=C(Nc1cccc(-n2cccn2)c1)C1CCCN(Cc2ccccc2F)C1 (centres undefined)
    0, -0.3, 4, -3, -1, 6, -33, 2
CCC(Cc1ccccc1)NS(=O)(=O)c1ccc2c(c1)NC(=O)CS2 (centres undefined)
    2, ., 9, 10, -1, -7, 4, -22
COc1ccc(NC(=O)N2CCc3cc(OC)c(OC)cc3C2)cc1
    -2, ., -3, -6, -7, 5, -11, -12
N#CCCCCn1ccc(NC(=O)c2ccc(Cl)cc2O)n1
    -4, 0.4, -2, ., 3, ., ., 8
C[C@@H]1CN([C@@H](C)CO)C(=O)c2cc(-c3ccc(F)cc3)cnc2O[C@H]1CN(C)C(=O)c1cccnc1
    -2, 0.0, -6, -2, -6, 2, 2, 7
C[C@@H]1CN([C@@H](C)CO)C(=O)Cc2cc(NC(=O)CCC(F)(F)F)ccc2O[C@@H]1CN(C)CC1CC1
    -5, -0.1, 0, 5, -14, 4, 0, 19
N#Cc1ccc2c(c1)nc1ccccn12
    4, -0.7, -2, ., -9, ., ., 3
CCNc1nc(NC(C)C)nc(N(n2cnnc2)S(=O)(=O)c2ccc(C)cc2)n1
    1, 0.9, 0, ., -7, ., ., -7
COc1cccc2sc3ccc(C#Cc4ccc(N)cc4)cc3c(=O)c12
    0, 0.0, -2, 61*, 12, 4, 5, -17
CC(=O)Oc1ccccc1N(C(C)=O)S(=O)(=O)c1cccc([N+](=O)[O-])c1
    13, ., 1, 0, 3, ., ., -13

(further entries)
The line under a structure holds: CASP6 VEID inh, E-selectin induc, ERp5 block, esBAF inh, ARNT-TACC3 inh, PglD DTNB, RAD54 branch, RAD52 anneal inh
Cc1c(C(=O)OCCOC(C)C)[nH]c2c1C(=O)CC(C)(C)C2
    1, ., -2, ?, -1, 3, 6, -16
CCCC#Cc1cnc2c(c1)C(=O)N([C@@H](C)CO)C[C@@H](C)[C@H](CN(C)C(=O)Nc1ccccc1F)O2
    4, -0.1, 6, 2, 6, 0, -8, -2
COc1ccccc1NC(=O)CN1CCN(c2ccc(Cl)cc2)CC1
    ., ., ., -1, -2, -3, -8, .
O=C(O)c1ccccc1OCCOc1ccccc1
    ., ., ., 23, -3, -12, 7, .
CCC(=O)N1[C@H](CO)[C@@H]2c3ccccc3N(S(=O)(=O)c3ccccc3)C[C@@H]21
    2, 0.8, 3, -3, 0, 1, 12, 7
CO[C@H]1CN(C)C(=O)c2cc(NC(=O)c3ccccc3F)ccc2OC[C@@H](C)N(CC2CCOCC2)C[C@@H]1C
    3, -0.1, 2, 1, -3, 2, 2, 9
COc1ccc(S(=O)(=O)N(C)C[C@@H]2Oc3c(NC(=O)c4ccncc4)cccc3C(=O)N([C@@H](C)CO)C[C@H]2C)cc1
    0, -9.5, -4, 2, -5, -1, -5, -24
CC(=O)Nc1ccc(N2C(=O)CSC2c2ccc([N+](=O)[O-])cc2)cc1 (centres undefined)
    0, 0.1, -1, -3, -24, 8, -2, -4
CCC(C)[C@H](NC(=O)[C@@H]1Cc2ccccc2CN1C(=O)OC(C)(C)C)C(=O)NCC1CCC(C(=O)O)CC1 (some centres undefined)
    4, 0.5, 0, -3, 1, 2, -8, -4

Compound activity from PubChem.
